GC-A act = GC-A (human) enzyme activation; activation, % at 10 µM; HEK293 GC-A cells, cGMP TR-FRET, EC30 ANP; 0% at EC30 ANP, 100% saturating ANP; 0.14% of 370,000 active; P16066; AID 1671463; in the data active means activation above about 40%
rCAG binder = binds r(CAG) RNA repeats. inhibition, % at 3 µM. 1.3% of 370,000 active. r(CAG) RNA repeat, TO-PRO-1 dye displacement fluorescence;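 active means inhibition above the plate cutoff, the mean of all test compounds on that plate plus 3 SD, cut at about 35% in these data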;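 further: 0% = DMSO alone and 100% = 100 µM mitoxantrone as full dye displacement; higher means more dye released from RNA so lower well fluorescence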
PRMT1 inh = inhibitors of human PRMT1; Q99873; recombinant PRMT1, activity-based probe fluorescence polarization; inhibition, % at 2.79 µM; 1.3% of 370,000 active; AID 652257;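 active means inhibition above about 21% made by adding two undisclosed values, limit read from the data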
HTRA1 inh = inhibitors of human serine peptidase HTRA1; inhibition, % at 5.96 µM; 0.5% of 340,000 active; AID 504803; recombinant HTRA1, FP-rhodamine activity-based probe, fluorescence polarization; in the data active means inhibition above about 36%;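 further: 0% = enzyme with DMSO and 100% = wells lacking enzyme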
SIAE inh = blocks human sialic acid acetylesterase | Q9HAT2 | 0.69% of 370,000 active | SIAE FP-Rh probe binding, fluorescence polarization | inhibition, % at 9.66 µM;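 active means inhibition above a cutoff: mean of compounds within the control limits plus 3 SD of those, cut at about 17% in these data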;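 further: 0% = plate median of compound wells and 100% = probe without SIAE protein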
TCR-CD3 inh = blocks the human TCR-CD3 interaction; AID 651800; inhibition, % at 9.4 µM; 0.37% of 360,000 active; TAMRA-labeled TCR probe fluorescence, biochemical; in the data active means inhibition above about 19%;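 further: recombinant mutant TCR 2C K166C tagged with TAMRA read by polarization; 0% = receptor in buffer alone and 100% = receptor with positive control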
ABHD4 inh = ABHD4 (mouse) inhibition, primary FP screen; 0.54% of 370,000 active; purified mABHD4, FP-Rh probe fluorescence polarization; inhibition, % at 8.92 µM; Q8VD66;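 active means inhibition exceeding the mean over every tested compound plus 3 SD, cut at about 30% in these data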;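 further: 0% = plate median of compound wells and 100% = S159A mutant with DMSO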
Target sequence (Q8VD66 whole entry, looked up): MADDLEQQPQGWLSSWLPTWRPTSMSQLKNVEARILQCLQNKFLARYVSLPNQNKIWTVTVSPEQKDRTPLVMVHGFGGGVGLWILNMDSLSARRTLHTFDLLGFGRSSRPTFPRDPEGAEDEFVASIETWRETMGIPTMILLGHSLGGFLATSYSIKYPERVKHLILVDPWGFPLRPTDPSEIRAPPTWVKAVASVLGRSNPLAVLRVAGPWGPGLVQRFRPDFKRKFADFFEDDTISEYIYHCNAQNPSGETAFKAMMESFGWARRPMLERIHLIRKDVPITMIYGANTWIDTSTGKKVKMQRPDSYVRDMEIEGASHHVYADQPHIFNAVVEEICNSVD
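system = mouse ABHD4 enzyme, wild type | medium = HEPES pH 7.0, NaCl, Pluronic buffer | also added = FP-Rh probe | incubation = Enzyme–compound pre-incubation 45 min, then probe 60 min, both 25 °C | technique = fluorescence polarization, excitation 525 nm, emission 598 nm, BODIPY TMR filters | controls = S159A mutant high control, sample median low control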
NPR2 activator = GC-B (human) receptor activation. 0.11% of 370,000 active. HEK293-GC-B cells, CNP EC30, cGMP TR-FRET; 0% at EC30 CNP, 100% saturating CNP. activation, % at 10 µM;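 active means activation at 10 µM reaching about 35% in either raw or pattern-adjusted values, limit read from the data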
UHRF1 MBD2 ctr = human UHRF1 methylated DNA binding inhibitors | Q96T88 | UHRF1 binding to methylated oligo, TR-FRET | inhibition, % at 4.4 µM | 0.75% of 370,000 active | AID 687016; in the data active means inhibition above about 21%;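 further: UHRF1 SRA domain binding a hemimethylated CpG hairpin DNA probe; 0% = median of test compound wells and 100% = reference inhibitor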
Target sequence (Q96T88 whole entry, looked up, the tested form may be a part): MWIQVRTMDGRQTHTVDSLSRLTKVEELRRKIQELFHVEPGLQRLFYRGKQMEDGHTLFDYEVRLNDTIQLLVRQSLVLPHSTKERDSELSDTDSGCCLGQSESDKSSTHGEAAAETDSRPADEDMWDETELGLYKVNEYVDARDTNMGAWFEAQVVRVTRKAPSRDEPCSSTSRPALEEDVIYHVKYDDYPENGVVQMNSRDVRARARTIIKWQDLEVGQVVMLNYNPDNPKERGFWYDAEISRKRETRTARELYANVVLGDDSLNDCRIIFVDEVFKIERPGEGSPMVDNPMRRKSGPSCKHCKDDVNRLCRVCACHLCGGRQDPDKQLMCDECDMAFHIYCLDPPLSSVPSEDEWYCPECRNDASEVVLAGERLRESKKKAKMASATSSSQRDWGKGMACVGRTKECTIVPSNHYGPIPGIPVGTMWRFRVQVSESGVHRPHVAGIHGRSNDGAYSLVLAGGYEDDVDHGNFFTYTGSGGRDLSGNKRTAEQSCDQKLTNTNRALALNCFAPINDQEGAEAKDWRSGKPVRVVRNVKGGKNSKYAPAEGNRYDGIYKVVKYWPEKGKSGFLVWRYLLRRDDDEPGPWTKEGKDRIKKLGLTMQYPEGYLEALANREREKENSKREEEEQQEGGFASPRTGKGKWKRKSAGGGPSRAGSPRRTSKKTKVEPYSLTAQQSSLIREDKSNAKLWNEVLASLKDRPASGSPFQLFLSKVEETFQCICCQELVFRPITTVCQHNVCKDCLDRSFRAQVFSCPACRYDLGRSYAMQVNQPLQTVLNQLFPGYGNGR
MBD2 inh = blocks human MBD2 binding to methylated DNA; Q9UBB5; TR-FRET, MBD2 binding to methylated oligonucleotide; inhibition, % at 4.4 µM; 0.31% of 370,000 active; AID 686964; in the data active means inhibition above about 13%
Numbers without * were called inactive; · = no result given. An excerpt; the hit share may differ from the screen's.

SMILES	GC-A act	rCAG binder	PRMT1 inh	HTRA1 inh	SIAE inh	TCR-CD3 inh	ABHD4 inh	NPR2 activator	UHRF1 MBD2 ctr	MBD2 inh
CS(=O)(=O)c1ccc(Cl)c(NC(=O)CSc2nnc(C3CC3)n2C2CC2)c1	2	0	0	6	1	-4	-3	5	2	-1
C=CCn1c(SCC(=O)NCc2ccco2)nc2sc3c(c2c1=O)CCCC3	3	-3	-3	-1	-2	3	1	0	-1	-2
N#CCCn1nc(-c2ccc(Cl)cc2)cc1Nc1ccccc1NC(=O)C(F)(F)F	4	-2	-4	0	0	6	-1	6	0	0
COc1ccc(C(=O)/C=C/c2ccccc2OC)c(OC(=O)c2ccc([N+](=O)[O-])cc2)c1	0	2	-3	-2	3	-2	-2	-4	-2	-1
Cc1ccc(NCc2n[nH]c(=S)n2-c2ccccc2)cc1Cl	-2	6	15	1	2	-7	-4	-1	8	-1
C=CCNC(=S)NC(=O)c1csc([N+](=O)[O-])c1	-3	0	2	4	-7	0	-6	-2	-1	-1
CC1(C)NC(=O)N(CC(O)COc2ccc(N3C(=O)c4ccccc4C3=O)cc2)C1=O (stereo not given)	2	-4	0	-1	-3	4	4	1	0	-1
O=C(NCc1cnc2ccccn12)C1CCC(=O)N(Cc2cccc(F)c2)C1 (stereo not given)	1	-9	-4	-2	-2	-2	5	-2	-3	4
NC(CO)C12CC3CC(CC(C3)C1)C2 (stereo not given)	-4	-1	5	5	0	-7	-8	9	3	-5
NC(CCC(=O)NC(CS)C(=O)NCC(=O)O)C(=O)O (stereo not given)	5	-1	4	-2	7	-7	5	-1	1	3
COCC(C)N=CC1=C(O)CC(C)(C)CC1=O (stereo not given)	-2	-1	-5	0	-2	0	3	0	1	1
O=c1c(F)cn(C2CCCO2)c(=O)n1Cc1c(Cl)cccc1Cl (stereo not given)	5	-5	3	3	-3	-2	7	-4	1	-1
COc1cccc(-c2cnc(C(O)c3ccccc3)[nH]2)c1 (stereo not given)	2	0	2	·	-2	-5	-3	1	0	1
Clc1ccc(OCc2nnc3n2CCCCC3)c(Cl)c1	1	-9	1	7	-2	-5	-3	-1	1	4
O=C(NCC(c1cccs1)N1CCOCC1)c1ccc(Cl)c(S(=O)(=O)N2CCOCC2)c1 (stereo not given)	-2	0	-3	-4	10	5	-3	-1	-1	-2
Cc1ccc(S(=O)(=O)NN=C2CC(C)(C)OC2(C)C)cc1	2	2	1	10	2	-3	0	-2	0	0
CN(C)S(=O)(=O)Nc1ccccn1	2	-1	-3	9	-5	1	0	-1	-3	-1
CN(CC(=O)Nc1ccc(Cl)c(C(F)(F)F)c1)C(=O)c1cccs1	0	2	-1	-2	-4	-6	-7	-5	1	2
Fc1ccc(N2CCN(C3=Nc4ccccc4Sc4ccccc43)CC2)cc1	-2	9	0	·	-2	·	1	10	2	-4
Cc1[nH]nc2ncc(C(=O)c3cc(F)ccc3O)cc12	-2	2	-2	-11	-5	0	-3	-4	2	-4
Cc1cc(=O)oc2cc(NC(=O)c3ccccc3C(=O)O)ccc12	0	-1	-2	3	-3	0	4	1	-3	-6
O=C(O)C1C2C=CC3(CN(c4cccc(C(F)(F)F)c4)C(=O)C13)O2 (stereo not given)	0	2	-2	3	-3	3	-1	-4	0	-1
Nc1nc(-c2cc3c(cc2Cl)OCCO3)cs1	0	0	2	1	5	-1	-3	-3	5	-3
CCOc1cc(CNCCO)cc(Br)c1OCc1ccc(Cl)cc1	3	10	-1	-2	4	-2	19	-6	4	4
CCOc1cccc(C(=O)N2CCCN(C)CC2)c1	5	2	-4	-6	3	1	-2	0	0	2
CC(NC(=O)C1CCN(c2nnc(-n3cccc3)s2)CC1)C12CC3CC(CC(C3)C1)C2 (stereo not given)	6	3	3	1	14	-1	-4	1	1	0
Cc1nn(CC(=O)NNC(=S)Nc2ccccc2)c(C)c1[N+](=O)[O-]	0	4	-5	-1	5	-10	1	2	3	-2
COC(=O)[C@]12C[C@H](CC(=O)N3CCN(C(=O)C4CC4)CC3)C(=O)N(Cc3ccc(Cl)cc3Cl)C1=C[C@H](C(C)C)O[C@@H]2C1CC1	-16	5	1	·	-3	·	-9	-3	-2	0
CCCC1(c2ccccc2)NC(=O)N(CC(=O)Nc2cc(OC)cc(OC)c2)C1=O (stereo not given)	-2	-1	0	-24	-7	-2	-4	-2	2	-1
CC(=O)CSc1nnc(-c2ccc3c(c2)OCO3)o1	6	4	1	-2	5	1	-8	3	4	-5
CCc1ccccc1NC(=O)N[C@@H](C)C(=O)OC	0	1	1	-4	-3	3	5	-1	0	-2
COc1ccc(NC(=O)c2cc(C3CCCCN3C(=O)Cc3ccc(N(C)C)cc3)on2)c(C)c1 (stereo not given)	0	8	6	·	2	-10	4	4	-3	-1
COCCNC(=O)/C(C#N)=C/c1c(N2CCCCCC2)nc2ccccn2c1=O	6	1	-3	5	5	3	2	-1	-7	-9
Cn1c(CNC(=O)CCNC(=O)c2ccc(Br)cc2)cc(=O)n(C)c1=O	4	0	-2	-3	2	-8	-6	4	1	2
O=C(CCSCc1ccccc1F)NCc1cccnc1	1	-2	0	2	9	-9	3	7	0	-6
CCCNS(=O)(=O)c1ccc(OCC(=O)N2CCCC2)cc1	-2	-1	-1	4	0	0	-5	1	5	-1
CN(C(=O)COC(=O)c1cc([N+](=O)[O-])ccc1Sc1ccccc1)C1CCS(=O)(=O)C1 (stereo not given)	3	2	-2	4	0	10	2	-5	-2	-4
Cc1cc(C)c(NC(=O)Nc2ccccc2C)c(Cl)c1	7	-3	-11	-3	-1	-1	-3	3	0	8
Cc1cccc(-n2c(C)cc(/C=N/NC(N)=S)c2C)c1	-16	4	-2	20	3	1	8	-10	-9	-1
COc1ccc(-c2noc(-c3cccs3)n2)cc1OC	3	1	-1	-9	-10	1	-3	-6	-2	1

A different layout for three compounds above:
| molecule | GC-A act | rCAG binder | PRMT1 inh | HTRA1 inh | SIAE inh | TCR-CD3 inh | ABHD4 inh | NPR2 activator | UHRF1 MBD2 ctr | MBD2 inh |
| --- | --- | --- | --- | --- | --- | --- | --- | --- | --- | --- |
| CCCNS(=O)(=O)c1ccc(OCC(=O)N2CCCC2)cc1 | -2 | -1 | -1 | 4 | 0 | 0 | -5 | 1 | 5 | -1 |
| Cc1cc(C)c(NC(=O)Nc2ccccc2C)c(Cl)c1 | 7 | -3 | -11 | -3 | -1 | -1 | -3 | 3 | 0 | 8 |
| COc1ccc(-c2noc(-c3cccs3)n2)cc1OC | 3 | 1 | -1 | -9 | -10 | 1 | -3 | -6 | -2 | 1 |

(continued)
SMILES	GC-A act	rCAG binder	PRMT1 inh	HTRA1 inh	SIAE inh	TCR-CD3 inh	ABHD4 inh	NPR2 activator	UHRF1 MBD2 ctr	MBD2 inh
CCN(C(=O)CN1C(=S)NC(C)(C)CC1C)c1ccc(C)c(C)c1 (stereo not given)	0	-9	6	2	-2	2	1	-2	0	-2
Cc1cc(C)n2c(SCC(=O)NC3CCCCC3)nnc2n1	1	-2	7	-9	-3	-2	-2	8	3	0
CCC(Sc1nc(C)cc(=O)[nH]1)C(=O)Nc1sc2c(c1C#N)CCCC2 (stereo not given)	-7	55*	5	-47	-9	0	-6	-4	3	-2
Cc1cc(C2(c3ccc(O)c(C)c3)C(=O)Nc3ccccc32)ccc1O	-18	2	-2	-35	-12	4	-7	-17	1	1
CCNc1nc(NCc2ccccc2)nc(SCC(N)=O)n1	5	-2	-4	1	2	0	5	5	3	6
COC(=O)[C@@H](NC(=O)NCc1ccccc1Cl)C(C)C	1	-2	-3	-6	-3	2	1	1	2	-2
CC(C)C(=O)NC(=S)N(Cc1ccccc1)Cc1ccccc1	-9	-5	4	-7	-11	-4	2	0	6	2
O=[N+]([O-])c1cccc(-c2noc(COc3ccccc3)n2)c1	1	-3	-1	-1	-1	7	15	2	-1	-1
CC(C)[C@H](NC(=O)[C@@H]1Cc2ccccc2CN1C(=O)OC(C)(C)C)C(=O)NCC1CCC(C(=O)O)CC1 (stereo not given in full)	4	5	-2	6	-2	3	-5	0	-2	4
C=CCOc1ccc(CNc2ccc3[nH]c(=O)[nH]c3c2)cc1OCC	-8	-2	12	10	7	2	3	-9	-5	-8

Molecules from the list above containing a CF3 group:
SMILES	GC-A act	rCAG binder	PRMT1 inh	HTRA1 inh	SIAE inh	TCR-CD3 inh	ABHD4 inh	NPR2 activator	UHRF1 MBD2 ctr	MBD2 inh
N#CCCn1nc(-c2ccc(Cl)cc2)cc1Nc1ccccc1NC(=O)C(F)(F)F	4	-2	-4	0	0	6	-1	6	0	0
CN(CC(=O)Nc1ccc(Cl)c(C(F)(F)F)c1)C(=O)c1cccs1	0	2	-1	-2	-4	-6	-7	-5	1	2
O=C(O)C1C2C=CC3(CN(c4cccc(C(F)(F)F)c4)C(=O)C13)O2 (stereo not given)	0	2	-2	3	-3	3	-1	-4	0	-1

Other results.
SMILES	GC-A act	rCAG binder	PRMT1 inh	HTRA1 inh	SIAE inh	TCR-CD3 inh	ABHD4 inh	NPR2 activator	UHRF1 MBD2 ctr	MBD2 inh
O=Nc1c(O)cc(O)c2ccccc12	-2	28	5	42*	14	2	56*	-1	-10	-9
COc1cccc(C(=O)NCC2CCCN(C3CCCCC3)C2)c1OC (stereo not given)	-3	-1	3	-6	-3	-7	2	-1	-1	-1
CC(C)C(NC(=O)CN1C(=O)c2cccc3cccc1c23)C(C)C	1	-1	4	-9	0	2	5	3	-2	0
CC(C)(C)c1ccc(OCC(=O)N2CCN(C=O)CC2)cc1	2	-6	0	2	2	-1	6	8	-2	-1
COc1ccc(-c2[nH]ncc2-c2cnc(C)s2)c(O)c1	-1	-4	0	2	3	4	-2	-4	-4	-2
O=C(COc1cccc(-n2cnnn2)c1)NC1CCCCC1	-5	-2	-5	0	-1	2	-1	-1	4	6
CN(C(=O)c1cccc(NC(=O)Cc2ccc(NC(=O)C3CCN(C(=O)C4CCC4)CC3)cc2)c1)C1CCCCC1	0	3	-2	0	-3	-3	-7	-1	-3	2
CC(C)OP(=O)(OC(C)C)C1(O)C(=O)Nc2ccccc21 (stereo not given)	-1	-2	-2	-1	3	5	-2	6	0	1
COCCNC(=O)CC(c1ccccc1)c1ccccc1	4	-1	-5	-1	-6	8	1	6	-1	-3
O=C(Cn1c(-c2ccccc2Cl)nc2ccccc21)Nc1cccc(Cl)c1	3	1	2	0	-4	7	1	7	-1	0
CC(NC(N)=O)C(=O)Nc1ccc(Cl)c(S(=O)(=O)Nc2ccc(Br)cc2)c1 (stereo not given)	2	3	1	-4	-2	1	-2	3	1	-3
CCOC(=O)N(C)c1c(CC)nc2c(OCc3cccc(Cl)c3)cccn12	9	-1	3	·	3	-9	-1	9	1	1
CCOc1ccc(CCNC(=O)COn2nnc3ccc(S(=O)(=O)N4CCOCC4)cc32)cc1OCC	-3	-2	-4	-4	5	4	3	2	-4	1
CC(=O)Nc1nc2[nH]ccc2c(=O)[nH]1	-3	1	-3	3	1	7	2	-2	3	1
Cc1ccc(-n2nc(C)cc2N)c(C)c1	-2	-4	1	1	1	-3	5	0	3	6
CCn1nc(C(=O)N[C@@H](CCSC)c2nc3ccccc3[nH]2)c2ccccc2c1=O	0	3	-2	-5	-1	2	2	-3	-2	-7
O=C(COc1ccccc1)Nc1nnc(COc2ccccc2)s1	-1	3	-3	-5	12	-8	-12	0	0	-6
Cn1c(SCC(=O)Nc2ccccc2[N+](=O)[O-])nnc1C(F)(F)F	-2	-1	4	1	-1	-5	4	1	6	7
CC(C)c1ccc(NC(=S)N2CCN(S(=O)(=O)c3ccccc3)CC2)cc1	5	1	-1	-9	6	2	2	3	0	-3
COc1ccc(OC)c(S(=O)(=O)Nc2cc3c(cc2N2CCCC2)n(C)c(=O)c(=O)n3C)c1	0	7	3	9	9	6	13	-4	5	5
O=C(NCCC1=CCCCC1)c1cc(-c2ccncc2)nc2ccccc12	-17	-1	-3	3	-6	4	-12	-12	-2	-6
